mIAP activ – activators of mouse IAP, primary screen, biochemical, luminescence, uHTS; AID 2805, 2010; muIAP, CDP-Star luminescence, 30 min; stronger effect = higher value; 1 = vehicle-only enzyme signal, 0 = enzyme-free wells; intestinal alkaline phosphatase [Mus musculus]; activation factor at 10 µM; 0.24% of 330,000 active;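 active = activation factor of at least 2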; also: the source names both 10 and 20 µM as test concentration; values of inactives mirror those of a sister screen read the other way
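System: mouse IAP enzyme. Reagent: CDP-Star chemiluminescent phosphatase substrate. Benchmarks: DMSO wells, no-enzyme wells. Times: 30 min enzyme-substrate-compound incubation at room temperature. Detection: luminescence from enzymatic CDP-Star hydrolysis. Doses: test compounds delivered from DMSO solution.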
MIN6 prolif – inducers of MIN6 beta-cell proliferation, primary screen, ATP luminescence, uHTS | MIN6 cells proliferation, ATPlite luminescence, 48 h; cells starved in 0.2% serum; 100% = growth in 10% serum | proliferation, % at 10 µM | 0.29% of 330,000 active;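 active = compounds whose signal lies at least 3.5 SD above the mean of all wells on their plate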;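 also: 0% = DMSO-treated cells in low-serum medium and 100% = 10% serum control; some compounds called inactive have numbers as strong as hits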
mIAP block – inhibitors of mouse IAP, primary screen, biochemical, luminescence, uHTS; purified mouse IAP, CDP-Star luminescence, 30 min; inhibition, % at 10 µM; 0.2% of 330,000 active; AID 2806, 2010;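 active = inhibition of at least 40% at 10 µM in the primary screen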;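 also: plate controls were DMSO with enzyme for no effect and no enzyme wells for full effect; values of inactives mirror those of a sister screen read the other way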
TIM10 inh – growth inhibitors of isogenic TIM10 control yeast, primary screen, counter-screen for tim10-1 yeast inhibitor project, luminescence, uHTS | inhibition, % at 10 µM | S. cerevisiae TIM10 strain growth, BacTiter-Glo luminescence, 24 h | AID 463195, 2010 | 1.4% of 330,000 active;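 active = inhibition of 40% or more at the single tested concentration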;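 also: wild-type TIM10 isogenic control strain grown at permissive 25 °C; 0% = DMSO yeast wells and 100% = minimal medium wells without yeast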
A3A deaminase – APOBEC3A ssDNA deaminase inhibitors, primary screen, selectivity assay for APOBEC3G inhibitor project, biochemical, FAM/TAMRA oligo cleavage fluorescence; DNA dC->dU-editing enzyme APOBEC-3A (Homo sapiens), P31941; recombinant A3A, FAM/TAMRA ssDNA deamination fluorescence; inhibition, % at 20 µM; 0.41% of 330,000 active;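 active = at least 40% inhibition at 20 µM here, with at most 30% in a related deaminase screen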;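 also: plate controls were A3A with DMSO for no effect and wells lacking A3A enzyme for full effect; some results filed as inactive read as strong as hits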
hIAP inh – human IAP inhibitors, primary screen, biochemical, luminescence, uHTS | purified IAP, CDP-Star luminescence, 30 min | 0.12% of 330,000 active | inhibition, % at 10 µM;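 active = inhibition reaching a set limit with compound at 10 µM in the primary screen, cut at about 35% in these data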;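 also: plate controls were DMSO wells with enzyme for no effect and no-enzyme buffer wells for full effect; values of inactives mirror those of a sister screen read the other way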
Target sequence (P09923 whole entry, looked up): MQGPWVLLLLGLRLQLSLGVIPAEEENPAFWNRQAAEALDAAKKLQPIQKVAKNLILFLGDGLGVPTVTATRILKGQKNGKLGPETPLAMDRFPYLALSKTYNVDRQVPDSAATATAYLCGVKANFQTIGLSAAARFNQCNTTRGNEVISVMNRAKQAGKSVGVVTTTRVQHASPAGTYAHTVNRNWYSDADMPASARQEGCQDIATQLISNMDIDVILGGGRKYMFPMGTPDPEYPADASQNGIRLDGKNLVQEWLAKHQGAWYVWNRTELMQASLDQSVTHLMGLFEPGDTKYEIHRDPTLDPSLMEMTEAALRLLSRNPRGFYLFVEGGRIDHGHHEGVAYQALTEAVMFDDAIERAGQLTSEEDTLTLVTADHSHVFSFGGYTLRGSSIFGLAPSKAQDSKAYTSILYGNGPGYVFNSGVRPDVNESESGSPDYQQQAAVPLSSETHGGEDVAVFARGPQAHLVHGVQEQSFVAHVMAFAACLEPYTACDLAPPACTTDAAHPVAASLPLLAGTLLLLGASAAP
tim10-1 inh – growth inhibitors of tim10-1 mutant yeast, primary screen, luminescence, uHTS; S. cerevisiae tim10-1 ts strain growth, BacTiter-Glo, 24 h; inhibition, % at 20 µM; 2.2% of 330,000 active;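 active = inhibition of at least 40%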;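 also: mutant grown at 25 °C; 0% = DMSO wells with yeast and 100% = wells holding no yeast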
NALP3 yeast inh – NALP3 inflammasome inhibitors in reconstituted yeast, primary screen, luminescence, uHTS; Yeast reconstituted NLRP3/ASC/caspase-1, beta-gal luminescence, 24 h; inhibition, % at 10 µM; 0.39% of 330,000 active; AID 2825, 2010;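 active = inhibition of 50% or more; inactive = inhibition below 50%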;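 also: plate controls were induced DMSO wells for no effect and uninduced yeast grown without galactose for full effect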
APOBEC3G inh – APOBEC3G DNA deaminase inhibitors, primary screen, biochemical, fluorescence, single-stranded DNA substrate, uHTS; DNA dC->dU-editing enzyme APOBEC-3G (Homo sapiens), Q9HC16; recombinant A3G, ssDNA deamination FAM/TAMRA fluorescence; inhibition, % at 20 µM; 0.28% of 330,000 active; AID 493012, 2011;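 active = inhibition of at least 40% at 20 µM, with no more than 30% in the related APOBEC3A deaminase screen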;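 also: plate controls were DMSO wells with A3G for no effect and wells lacking A3G enzyme for full effect; some compounds called inactive have numbers as strong as hits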
Target sequence (Q9HC16 whole entry, looked up): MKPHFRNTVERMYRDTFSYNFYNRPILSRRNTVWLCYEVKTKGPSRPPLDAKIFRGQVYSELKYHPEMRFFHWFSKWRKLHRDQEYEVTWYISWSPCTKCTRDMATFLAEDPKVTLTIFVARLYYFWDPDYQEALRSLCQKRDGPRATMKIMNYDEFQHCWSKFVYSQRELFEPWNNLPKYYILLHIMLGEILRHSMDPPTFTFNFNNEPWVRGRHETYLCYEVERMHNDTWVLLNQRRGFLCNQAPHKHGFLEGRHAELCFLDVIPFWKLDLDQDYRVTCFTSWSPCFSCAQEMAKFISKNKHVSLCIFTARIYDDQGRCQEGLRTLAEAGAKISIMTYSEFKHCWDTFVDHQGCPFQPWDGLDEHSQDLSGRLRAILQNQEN
Numbers without * were called inactive.

SMILES | mIAP activ | MIN6 prolif | mIAP block | TIM10 inh | A3A deaminase | hIAP inh | tim10-1 inh | NALP3 yeast inh | APOBEC3G inh
COC(=O)c1c(NC(=O)CCNCc2ccco2)sc2c1CCC2 | 1.2 | -4 | -19 | 3 | -8 | -25 | 12 | 29 | -2
O=C(CC1C(=O)NCCN1Cc1ccc(-c2ccccc2)cc1)NCCOc1cccnc1 (stereo not drawn) | 0.98 | -2 | 2 | 9 | 3 | -11 | 17 | 20 | -4
CC(CNc1ccccc1O)C(=O)O (stereo not drawn) | 0.91 | -2 | 9 | 4 | 2 | 2 | 7 | 25 | 26
CCC1CCCCN1CCCNC(=O)C1CCC(Cn2c(=O)[nH]c3ccccc3c2=O)CC1 (stereo not drawn) | 1 | 2 | 0 | -2 | 1 | 0 | 3 | -1 | -2
CC(C)=CCCC1(C)C=Cc2c(ccc3c2[nH]c2cc(O)c(C)cc23)O1 (stereo not drawn) | 0.92 | -6 | 8 | 7 | -1 | 14 | -4 | 13 | -7
Cc1ccc(NC(=O)CSc2ncc(-c3ccccc3)n2C(=O)c2ccccc2)cc1 | 0.97 | -5 | 3 | 14 | -2 | 1 | 25 | 23 | -6
O=C(O)c1ccc(N2C(=O)CC(Cc3ccccc3)C2=O)cc1 (stereo not drawn) | 0.96 | -6 | 4 | -19 | -3 | -21 | 12 | 18 | -3
CC(=O)NC1=NN(C(C)=O)C(C)(c2ccccc2)S1 (stereo not drawn) | 1 | -3 | 0 | -8 | -4 | -18 | -12 | 5 | -3
CCCCOCCCNC(=O)c1cccc(OC)c1 | 1.1 | 0 | -6 | 3 | -5 | -5 | 16 | 4 | -9
Cc1ncsc1CCSc1nc2ccccc2c(=O)n1C | 0.94 | 3 | 6 | -8 | 0 | 15 | 17 | 32 | 9
Cc1cc(NC(=O)CCN2C(=O)/C(=C\c3ccccc3Cl)SC2=S)no1 | 1 | -4 | -4 | -13 | 3 | -7 | -30 | 12 | 0
CC(C)c1ccc(NC(=O)C(c2ccccc2)N2CCN(C=O)CC2)cc1 (stereo not drawn) | 1.2 | 1 | -15 | 0 | -2 | -16 | 12 | 2 | -5
CCOC(=O)c1ccccc1NC(=O)Cn1c(-c2nonc2N)nc2ccccc21 | 0.92 | -6 | 8 | 5 | 2 | 6 | 12 | -25 | 0
Cc1ccc(C(=O)NCCNc2ccc([N+](=O)[O-])cc2C(F)(F)F)cc1 | 0.99 | -4 | 0 | -16 | -3 | 16 | 17 | 24 | -9
CC1CCC(NCCNC(=O)c2ccco2)CC1 (stereo not drawn) | 0.97 | 1 | 3 | -7 | 0 | 1 | -7 | 11 | -6
O=c1cc(CSc2nnc(-c3cccs3)n2Cc2ccccc2)nc2sc3ccccc3n12 | 0.95 | -6 | 5 | 5 | 47* | 3 | 20 | 13 | 22
Cc1nc2c(-c3ccccc3)c(C)nn2c(C)c1CCC(=O)O | 0.93 | 3 | 7 | 4 | 3 | -8 | -13 | 25 | 2
CCCCC(CC)CNC(=O)/C=C/c1ccc(F)cc1 (stereo not drawn) | 0.99 | -1 | 1 | 24 | -1 | 19 | 28 | 29 | 0
CC(C)(C)[C@H]1COC(=O)CC/C=C\C[C@@H](CC(=O)N[C@H](CO)Cc2ccccc2)C(=O)N1 | 1.1 | 0 | -5 | -2 | -3 | 10 | 2 | 7 | -7
CCN(CC)S(=O)(=O)c1ccc(C)c(NC(=S)NNC(=O)C2CC2)c1 | 0.93 | 0 | 7 | 16 | 7 | -68 | 13 | 10 | -4
Cc1ccccc1-n1c(=O)cc(N2CCC3(CC2)OCCO3)[nH]c1=O | 0.97 | -3 | 3 | 17 | -3 | -3 | 20 | -1 | -7
COC(=O)[C@H](C)NC(=O)Nc1cccc(C)c1 | 0.88 | 4 | 12 | -10 | -4 | -16 | -12 | 6 | -8
Cc1cc(OC(C)C(=O)NCCCN2CCOCC2)c2c(C)cc(=O)oc2c1 (stereo not drawn) | 0.99 | -4 | 1 | 0 | -3 | 8 | -4 | 5 | -4
CCOc1ccc(/C=N/NC(=O)c2ccc(Cn3cc([N+](=O)[O-])cn3)o2)cc1 | 1.1 | -1 | -7 | 4 | 1 | 1 | 17 | 14 | -3
c1ccc(COCCCn2cc(-c3ccccc3)nn2)cc1 | 0.96 | 2 | 4 | -4 | 2 | 4 | 0 | 25 | -3
CCn1cc(C(=O)NCc2ccc(OC)cc2)c(=O)c2ccc(C)nc21 | 1 | -3 | -2 | 0 | -2 | -3 | 11 | 12 | -3
CC(=O)Cc1nsc(NC(=O)c2ccc(F)cc2)n1 | 1 | -3 | -2 | 29 | 8 | 13 | 30 | 12 | 14
CC1C(=O)C(C)C(c2ccc([N+](=O)[O-])cc2)NC1c1ccc([N+](=O)[O-])cc1 (stereo not drawn) | 0.83 | -3 | 17 | 16 | 0 | 4 | 31 | -5 | -7
O=C(NCc1ccco1)c1cc(-c2cccnc2)nc2ccc(Cl)cc12 | 1 | -1 | 0 | 5 | 6 | -10 | 29 | 12 | 3
COc1ccc(CCC(=O)Nc2ccccc2C(F)(F)F)cc1 | 1.1 | -1 | -7 | 2 | 2 | -14 | -5 | 25 | -1
Oc1ccccc1-c1cc(-c2ccc(Cl)cc2)n[nH]1 | 1 | -3 | 0 | 54* | 0 | -52 | 33 | 17 | -5
CC1CCN(CCC(=O)Nc2ccc(Br)cc2)CC1 | 1.1 | 0 | -6 | -4 | -1 | -15 | 11 | 10 | -1
CC(C)CCNC(=O)c1cc2c(=O)n3ccccc3nc2s1 | 1 | 2 | -4 | -17 | 1 | -5 | 19 | 1 | -5
O=C(Cc1cccs1)N1CCN(c2ccc(F)cc2)CC1 | 1 | -1 | -1 | -17 | -14 | -1 | 6 | 10 | -6
COc1cc(CN2CCC(n3nccc3NC(=O)c3ccccc3OC)CC2)ccc1F | 1 | -1 | -2 | -6 | -3 | -12 | 0 | 4 | -9
CCc1c(C(=O)c2ccc(Cl)cc2)oc2c(C)c3oc(=O)cc(C)c3cc12 | 0.89 | 1 | 11 | -12 | 0 | 11 | -13 | -25 | -5
CN1C/C(=C/c2ccncc2)C(=O)/C(=C/c2ccncc2)C1 | 1.1 | -2 | -7 | -5 | -2 | -7 | 0 | 7 | -3
O=C(Oc1ccc2c(-c3ccccc3)cc(=O)oc2c1)C1CCCCC1 | 0.89 | -2 | 11 | 12 | -1 | 2 | 31 | 21 | -2
COc1ccc(S(=O)(=O)NNC(=O)Nc2ccc(F)cc2F)c(OC)c1 | 0.98 | 3 | 2 | 7 | 4 | 5 | 1 | 6 | -1
O=C(CN1C(=O)c2ccccc2S1(=O)=O)Nc1ccc(S(=O)(=O)N2CCCCCC2)cc1 | 0.98 | 2 | 2 | 18 | -1 | -10 | 7 | -17 | 0
Cc1ccccc1NS(=O)(=O)c1cccc(-c2nnc(-c3ccccc3)o2)c1 | 1.1 | -3 | -10 | -3 | 3 | -12 | 12 | 0 | -2
CCN(CC)S(=O)(=O)c1ccc(NC(=O)CN(c2ccc(OC)cc2OC)S(C)(=O)=O)cc1 | 1.2 | 2 | -16 | 9 | -2 | 17 | 8 | 3 | 1
Cc1cccc(N(Cc2cc3cc(C)ccc3[nH]c2=O)C(=O)c2cccs2)c1 | 0.84 | -3 | 16 | 1 | 1 | 7 | 4 | 5 | -5
Cc1ccccc1OCCC(=O)OCC(=O)NC1CCS(=O)(=O)C1 (stereo not drawn) | 0.98 | -1 | 2 | -4 | -2 | 6 | -8 | 11 | -5
COc1ccccc1N1CCN(C(CNS(=O)(=O)c2cc(F)ccc2F)c2cccnc2)CC1 (stereo not drawn) | 1 | -2 | -3 | -4 | 0 | -63 | 15 | 5 | -2
CCC(C)N1CC(C(=O)O)CC1=O (stereo not drawn) | 1.1 | -2 | -6 | 0 | 5 | 3 | 1 | 20 | 0
O=C(NNC1CC(=O)N(c2ccc(Cl)cc2)C1=O)c1ccco1 (stereo not drawn) | 0.95 | -2 | 5 | 11 | 1 | 5 | 6 | 9 | -7
CCCCN(C)Cc1c(C)[nH]c2ccc(OCC)cc2c1=O | 1 | -3 | -4 | 0 | 2 | -3 | -7 | 13 | -8
C=CCSc1nnc2c(n1)OC(c1ccco1)Nc1ccccc1-2 (stereo not drawn) | 0.81 | -1 | 19 | 20 | 13 | 6 | 19 | 6 | 17
COc1ccc(Cn2nnnc2C(c2ccc(C)cc2)N2CCN(C3CCCC3)CC2)cc1 (stereo not drawn) | 0.97 | 4 | 2 | -9 | -6 | -12 | -16 | 6 | -9
O=[N+]([O-])c1ccc2c(c1)C(N1CCOCC1)/C(=C/C1(O)CCCCC1)O2 (stereo not drawn) | 0.88 | -1 | 12 | 17 | 3 | 11 | 24 | -1 | -5
COC(=O)c1sc(N2C(=O)C(O)=C(C(=O)c3ccc(C)o3)C2c2cccs2)nc1C (stereo not drawn) | 0.85 | 4 | 15 | 2 | -2 | 5 | -6 | 16 | -3
C=CCOc1ccc(C(=O)Nc2ccc(OCC)cc2)cc1 | 1 | 3 | -3 | -4 | -3 | -21 | 13 | -9 | -5
COc1ccc(C2(C)NC(=O)N(CC(=O)Nc3ccc4ccccc4c3)C2=O)cc1OC (stereo not drawn) | 1 | 0 | -1 | 2 | -5 | 2 | 2 | 6 | -8
O=C(O)c1cccc2c1/C(=N/Nc1ccc([N+](=O)[O-])cc1[N+](=O)[O-])c1ccccc1-2 | 0.93 | -1 | 7 | 1 | 1 | 17 | 20 | 8 | -4
COCCNC(=O)CN1CCC(NC(=O)Nc2ccccc2)CC1 | 0.99 | 4 | 1 | 4 | 0 | 6 | 11 | -9 | -3
O=c1sc2ccccc2c(N2CCN(c3ccccc3)CC2)c1[N+](=O)[O-] | 1 | -2 | -3 | -4 | 4 | 4 | 12 | 27 | -15

Of the compounds above, these contain a COOH group:
SMILES | mIAP activ | MIN6 prolif | mIAP block | TIM10 inh | A3A deaminase | hIAP inh | tim10-1 inh | NALP3 yeast inh | APOBEC3G inh
CC(CNc1ccccc1O)C(=O)O (stereo not drawn) | 0.91 | -2 | 9 | 4 | 2 | 2 | 7 | 25 | 26
O=C(O)c1ccc(N2C(=O)CC(Cc3ccccc3)C2=O)cc1 (stereo not drawn) | 0.96 | -6 | 4 | -19 | -3 | -21 | 12 | 18 | -3
Cc1nc2c(-c3ccccc3)c(C)nn2c(C)c1CCC(=O)O | 0.93 | 3 | 7 | 4 | 3 | -8 | -13 | 25 | 2
CCC(C)N1CC(C(=O)O)CC1=O (stereo not drawn) | 1.1 | -2 | -6 | 0 | 5 | 3 | 1 | 20 | 0
O=C(O)c1cccc2c1/C(=N/Nc1ccc([N+](=O)[O-])cc1[N+](=O)[O-])c1ccccc1-2 | 0.93 | -1 | 7 | 1 | 1 | 17 | 20 | 8 | -4

Screening results as filed in PubChem BioAssay.
